# Screening data deposited in PubChem by several laboratories.
# S1P3 antagonist – S1P3 (human) receptor antagonism; Q99500; CHO S1P3 NFAT-BLA reporter, FRET fluorescence, antagonist mode; inhibition, % at 4.98 µM; 170,000 tested, 0.27% active; AID 485;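 active = inhibition above the plate cutoff, the mean inhibition of test wells on that plate plus 3 SD, cut at about 28% in these data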;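 note: cells challenged with S1P at its EC80 of 0.8 µM; blue over green emission ratio from cleaved BLA substrate after 4 h stimulation; 0% = S1P-stimulated wells and 100% = unstimulated DMSO-only wells; some compounds past the cut are filed as inactive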
# Target sequence (Q99500 whole entry, looked up): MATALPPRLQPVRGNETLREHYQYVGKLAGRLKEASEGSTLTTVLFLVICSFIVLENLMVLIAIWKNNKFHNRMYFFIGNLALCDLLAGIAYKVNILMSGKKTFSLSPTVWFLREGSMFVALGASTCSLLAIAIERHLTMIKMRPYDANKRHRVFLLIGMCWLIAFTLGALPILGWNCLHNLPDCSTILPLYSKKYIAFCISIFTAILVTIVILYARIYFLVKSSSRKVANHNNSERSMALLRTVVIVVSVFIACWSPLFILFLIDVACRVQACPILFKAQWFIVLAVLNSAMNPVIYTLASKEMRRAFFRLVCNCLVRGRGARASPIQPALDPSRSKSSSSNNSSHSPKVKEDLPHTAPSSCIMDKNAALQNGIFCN
# TLR4 MyD88 comp – blocks binding of human TLR4 to MyD88. HeLa CL3-4 TLR4/MyD88 BLA complementation, FRET ratio. inhibition, % at 8.4 µM. 200,000 tested, 0.18% active. AID 861; in the data active = inhibition above about 25%;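 note: 0% = vehicle and 100% = reference inhibitor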
# Diaphorase inh – diaphorase inhibition or chemical oxidation counter-screen. 190,000 tested, 0.69% active. diaphorase resazurin-to-resorufin fluorescence, NADH, 16 min; bacterial (C. kluyveri) enzyme, not human. inhibition, % at 20 µM. AID 1217;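 active = primary screen inhibition at 20 µM above a set limit, cut at about 50% in these data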;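 note: plate controls were DMSO with full reaction for no effect and wells lacking NADH for full effect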
#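 System: Bacterial diaphorase enzyme (C. kluyveri) | Incubation: 16-min room-temperature incubation before reading | Benchmarks: No-NADH positive control and DMSO neutral control | Measured by: Resorufin fluorescence 544/590 nm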
# Redox H2O2 prof – compounds producing H2O2 with reducing agent – biochemical, NIH compound library profiling, artefact control for MLSCN library redox annotation, primary screen; DTT-dependent redox cycling H2O2, phenol red/HRP absorbance; 100% = 100 µM peroxide control, 0% = buffer; activation, % at 10 µM; 200,000 tested, 0.03% active; AID 878;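 active = activation of at least 50% relative to the plate's high and low controls in the primary single-dose screen; inactive = activation below 50%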;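 note: compound incubated with DTT at 0.8 mM final as the reducing agent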
# Hsp70 activator – transcriptional activators of Hsp70; HeLa Hsp70 promoter luciferase reporter, luminescence; scaled: vehicle 0, proteasome-inhibitor control 100%; activation, % at 10 µM; 200,000 tested, 0.04% active; AID 1203;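 active = activation above the mean across all tested compounds plus 3 SD, cutoff set per campaign, cut at about 5.5% in these data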;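 note: 100% = MG132 at 30 µM as the positive control and 0% = DMSO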
# Diaph act CS – diaphorase activation or chemical reduction counter-screen; Diaphorase/resazurin coupled assay, resorufin fluorescence, 16 min; hits give high values; 1 = vehicle wells, 0 = NADH-free wells; activation factor at 20 µM; 190,000 tested, 0.005% active; AID 1229;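 active = diaphorase activity raised at least twofold by the compound at 20 µM; inactive = activation factor below 2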
#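 Test system: Clostridium kluyveri diaphorase, purified enzyme. Buffer or medium: 50 mM HEPES pH 7.4 buffer plus MgCl2 and Tween 20. Also added: 0.114 mM NADH and 0.1 mM resazurin, final amounts. Dosing: compound 20 µM once, DMSO 1%. Schedule: 16 min enzyme reaction, ambient temperature. Detection: fluorescence of resorufin, 544 nm excitation, 590 nm emission.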
# RAM inhibit – yeast RAM network inhibition; S. cerevisiae dse1pr::URA3 reporter, 5-FOA growth OD615, 2 d; analog-sensitive cbk1-as2 kinase mutant strain; inhibition, % at 50 µM; 190,000 tested, 1.8% active; AID 868;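 active = inhibition above a set limit, 3 SD over mean compound inhibition, cut at about 8.4% in these data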;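 note: 0% = DMSO-only wells with no growth and 100% = 10 µM 1-NA-PP1 full growth; inhibition rescues growth on 5-FOA so higher OD means more RAM inhibition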
# PMI act hi M6P – activators of human phosphomannose isomerase at near-saturating mannose 6-phosphate. coupled PMI enzyme assay, resazurin fluorescence, 20 min; hits give high values; 1 = untreated enzyme, 0 = substrate-free blank. activation factor at 20 µM. 190,000 tested, 0.34% active. AID 1216;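 active = activation factor of 2 or more at 20 µM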
# Target sequence (P34949 whole entry, looked up): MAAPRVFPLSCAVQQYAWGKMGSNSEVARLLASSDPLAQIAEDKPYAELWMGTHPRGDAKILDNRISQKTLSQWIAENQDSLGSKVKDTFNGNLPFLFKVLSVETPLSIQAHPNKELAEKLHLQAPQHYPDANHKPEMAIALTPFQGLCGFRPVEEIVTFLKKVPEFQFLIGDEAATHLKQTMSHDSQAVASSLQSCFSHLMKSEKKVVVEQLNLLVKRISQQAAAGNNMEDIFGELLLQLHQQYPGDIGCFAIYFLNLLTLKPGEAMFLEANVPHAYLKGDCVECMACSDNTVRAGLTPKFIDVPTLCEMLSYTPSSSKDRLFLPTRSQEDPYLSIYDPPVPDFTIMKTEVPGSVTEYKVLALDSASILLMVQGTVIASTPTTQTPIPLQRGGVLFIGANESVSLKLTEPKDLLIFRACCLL
#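 Technique: Diaphorase-driven resazurin-to-resorufin fluorescence, excitation 544, emission 590 nm | Assay system: Human PMI in coupled enzyme assay | Times: Enzyme reaction with compound 20 min at room temperature | Medium: HEPES-buffered pH 7.4 with magnesium and detergent | Reagent: Mannose-6-phosphate 1.0 mM (near-saturating) plus 0.22 mM NADP+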
# G6PDH counter – L. mesenteroides G6PDH inhibition counter-screen; Purified L. mesenteroides G6PDH, diaphorase/resazurin coupled fluorescence, 45 min; inhibition, % at 5 µM; 200,000 tested, 0.12% active; AID 1020
# L major viab – reduces viability of Leishmania major promastigotes. resazurin fluorescence viability. inhibition, % at 10 µM. 200,000 tested, 9% active;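 note: promastigotes grown with compound for 44 hours at 28 °C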
# PMI activator – activators of human phosphomannose isomerase | activation factor at 20 µM | purified human PMI, coupled resazurin fluorescence, 20 min; hits give high values; 1 = vehicle control, 0 substrate-free wells | AID 1214 | 190,000 tested, 0.005% active;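 active = activation factor of 2 or more at 20 µM, relative to plate controls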
# Numbers without * were called inactive; · = no result given. Cut-off read from the data, not from the text of the source, unless noted: active = inhibition above about 50%; inactive = the rest.
SMILES,S1P3 antagonist,TLR4 MyD88 comp,Diaphorase inh,Redox H2O2 prof,Hsp70 activator,Diaph act CS,RAM inhibit,PMI act hi M6P,G6PDH counter,L major viab,PMI activator
Cc1c(NC(=O)C(C)OC(=O)c2c3c(nc4ccccc24)CCC3)c(=O)n(-c2ccccc2)n1C (stereo unspecified),-14,16,21,0.1,-0.4,0.8,2.1,1,-12,-4,0.9
CCOc1cc(CNn2cnnc2)cc(Br)c1OCC(=O)NC1CCCCC1,·,-3,10,0.1,-0.4,0.9,0.8,1,4,2,0.9
O=S(=O)(NC1CCCCC1NS(=O)(=O)c1ccc(F)cc1)c1ccc(F)cc1 (stereo unspecified),12,-7,5,-0.2,-0.4,1,0.1,1,1,4,0.9
O=C(O)CCCNC(=O)c1ccccn1,0,8,11,0.4,-0.5,0.9,0.7,1,-3,-3,1
CC[C@@H](NS(=O)(=O)c1ccc(C)cc1)C(=O)Oc1ccc2c3c(c(=O)oc2c1)CCC3,-4,-23,18,-0.6,-0.1,0.8,6.2,0.9,-12,0,0.8
N#Cc1ccc(COc2ccc(CCO)cc2-n2nc3ccccc3n2)cc1,10,-2,1,0.9,-0.2,1,6.7,1.1,-4,8,1.1
CCN(CC)C(=O)C(=O)N/N=C/c1ccc(Br)cc1,·,9,16,1.4,-0.1,0.8,-1.2,0.8,16,5,0.8
CCN(CC)c1ccc(/C=N/Nc2ccccc2)c(O)c1,·,-3,37,2.5,-0.2,0.6,1.2,1.2,32,-7,1.1
CCOC(=O)N1CCN(c2c(N3CCN(c4cccc(C)c4C)CC3)c(=O)c2=O)CC1,·,9,11,-0.6,0.2,0.9,1.5,1,6,-4,1
O=c1[nH]nc(Cc2ccc(-c3ccc(Cl)cc3)o2)c2ccccc12,·,-4,-11,2.4,-0.3,1.1,2.4,1.4,4,6,1.2
Cc1c(NC(=O)Cc2noc3ccccc23)cccc1[N+](=O)[O-],-18,-1,10,-0.8,0.7,0.9,1.1,0.9,1,8,0.9
CN(c1ccccc1)S(=O)(=O)c1ccc(Cl)nc1,-5,-10,6,-2.7,-0.1,0.9,0.0,1.1,0,-2,1.2
Cc1ccc(-c2nnc(SCC(=O)Nc3ccccc3F)o2)cc1,-22,3,17,-0.7,-0.6,0.8,2.8,1,3,2,1
CCc1nnc(NC(=O)C(=O)NCCOC(=O)c2ccccc2Cl)s1,·,-7,-8,-6.7,0.1,1.1,2.2,1.1,1,-9,1
O=C(c1cccs1)n1nc(-c2ccccc2)nc1NCc1ccco1,39,-8,20,0.2,-0.2,0.8,6.4,0.9,-2,-7,0.9
Cc1nn(C)cc1CNCc1c(C(=O)N2CCCCC2)nc2c(C)cccn12,3,1,19,0.1,0.0,0.8,1.2,0.9,8,-3,1
O=C(CN1CCN(S(=O)(=O)c2ccc(Cl)cc2)CC1)Nc1ccc2c(c1)OCCO2,-9,0,10,0.7,-0.2,0.9,0.0,1,-1,-4,1
CC(=O)C1=C(O)C(=O)N(CCCCCC(=O)O)C1c1ccc(N(C)C)cc1 (stereo unspecified),-54,3,-4,-0.2,-0.1,1,0.3,1.2,3,-6,1.1
CCc1nc2scc(-c3cccs3)c2c(=O)o1,·,-4,20,0.9,0.2,0.8,2.3,0.8,12,-6,0.9
O=C(CN1C(=O)c2ccccc2C1=O)Nc1ccccc1C(=O)N1CCCC1,-13,-7,-8,1.5,0.2,1.1,0.8,1,17,-9,0.9
Cc1cc(C)nc(N(C#N)Cc2ccc(Cl)cc2)n1,-11,7,11,0.1,-0.2,0.9,-0.7,1,-2,-7,1
Cc1c(C(=O)O)oc2ccc(S(=O)(=O)NCc3ccc4c(c3)OCO4)cc12,20,8,12,0.4,0.1,0.9,2.2,1,0,-3,1.1
COc1cc(CNc2ccc3[nH]c(=O)[nH]c3c2)cc(Br)c1OCC(=O)NC(C)(C)C,·,6,40,-0.3,0.1,0.6,1.3,0.7,2,5,0.7
Oc1c(Cl)cccc1C=Nc1cc(C(F)(F)F)ccc1N1CCCC1,·,6,22,-0.3,-0.4,0.8,2.1,0.9,-3,-5,0.8
CCOC(=O)N1CCN(S(=O)(=O)/C=C/c2ccccc2)CC1,13,4,19,1.5,-0.3,0.8,0.9,0.9,3,-7,1
Cc1nc2ccc(S(=O)(=O)NC(C(=O)NCc3cccs3)C(C)C)cc2s1 (stereo unspecified),-5,6,-8,-0.5,-0.3,1.1,1.7,1,16,-4,1
COc1ccccc1OCCCCN1CCN(C(c2ccccc2)c2ccccc2)CC1,-4,7,-1,0.7,-0.1,1,2.1,1,3,93*,1
S=C(Nc1ccccc1Cl)N1CCCC1,-7,-16,12,0.0,-0.4,0.9,1.1,0.9,2,-10,0.9
O=C(NCc1ccncc1)c1nnc(Cc2c(F)cccc2Cl)o1,-24,-7,1,-0.7,-0.3,1,0.4,1,4,-4,1
CC(=O)Nc1ccc2c(c1)nc(CCN1CCOCC1)n2C,-20,-1,11,-0.2,0.0,0.9,0.6,0.9,2,3,1.1
CCSc1nnc(NC(=O)CSC2=NN3CCCC(=O)N=C3S2)s1,-18,-1,30,-0.9,-0.2,0.7,1.5,1,-6,-7,1
CC(C)CC(=O)Nc1ccccc1Oc1ccccc1,·,-6,8,0.1,-0.3,0.9,-0.2,0.9,13,3,0.9
Cc1ccc(NC(=O)/C(C#N)=C(\N)C(Cl)(Cl)Cl)nc1,-4,10,26,-0.7,0.0,0.7,1.1,0.8,14,100*,1
Cc1ccc(C2CC(c3ccco3)=NN2S(C)(=O)=O)cc1 (stereo unspecified),7,7,3,0.2,-0.1,1,0.2,1.1,1,-3,1.2
CC(CCCC(C)(C)O)NC(=O)c1ccc(OC2CCN(C(=O)C3CC3)CC2)cc1 (stereo unspecified),-22,7,-7,-0.4,0.1,1.1,-1.4,1.1,12,1,1
COc1cccc(CNCCO)c1OCc1ccc(Cl)cc1,2,-3,8,-0.1,0.1,0.9,1.0,1.1,-3,6,1.1
CC(=O)Nc1ccc(N=Cc2nc(-c3ccc(C)cc3)oc2O)cc1,14,-1,7,-0.2,-0.3,0.9,0.6,0.9,-35,8,0.8
CCOc1ccc(NC(=S)Nc2ccc(OC)cc2)cc1,-7,7,10,1.3,-0.1,0.9,1.8,0.7,21,4,0.9
Cc1nc2c(C)cccc2cc1C(=O)N/N=C/c1cccnc1,4,-10,5,0.1,0.0,1,2.6,1,-4,2,1.1
COC(=O)c1ccc(NC(=S)NCCc2ccccc2)cc1,·,-12,15,0.6,-0.4,0.9,0.5,1,7,5,1
COc1ccc(CNc2nc3ccccc3n2CCN2CCCCC2)cc1,-17,11,5,0.1,0.1,0.9,1.4,1,1,38,1
CCOc1ccc(N2CC(C(=O)N3CCc4ccccc4C3)CC2=O)cc1 (stereo unspecified),·,15,7,-5.2,-0.2,0.9,·,1.1,1,1,1.1
CC(C)NC(=O)CSc1nc(N)c(-c2ccccc2)c(=O)[nH]1,0,1,-6,-2.1,-0.3,1.1,1.9,1,14,-1,1
CC(CC(=O)Nc1ccccc1C(F)(F)F)c1ccccc1 (stereo unspecified),0,8,14,0.1,-0.4,0.9,-0.7,1,2,38,1
O=C(c1cccc2ccccc12)C1CCCN(C(=O)c2ccc(N3CCOCC3)cc2)C1 (stereo unspecified),-7,-3,3,-0.3,-0.3,1,0.7,1,8,-6,1
COc1cc(CN2CCCC(C)C2)cc([N+](=O)[O-])c1O (stereo unspecified),·,-2,11,-2.8,-0.2,0.9,-0.7,0.6,6,1,0.9
CCOCc1c(C(=O)Nc2cc(OCC)c(N3CCOCC3)cc2OCC)oc2ccccc12,-4,-1,26,-0.5,-0.1,0.7,4.7,0.5,6,13,0.7
O=[N+]([O-])c1ccc(C2CCCC/C2=N\OCc2cccc(F)c2)c([N+](=O)[O-])c1 (stereo unspecified),·,6,21,-3.0,-0.2,0.8,6.9,0.8,5,50,0.8

# Profiles, looked up by structure. Order of screens: S1P3 antagonist	TLR4 MyD88 comp	Diaphorase inh	Redox H2O2 prof	Hsp70 activator	Diaph act CS	RAM inhibit	PMI act hi M6P	G6PDH counter	L major viab	PMI activator
# `O=C(c1cccs1)n1nc(-c2ccccc2)nc1NCc1ccco1` is listed with 39	-8	20	0.2	-0.2	0.8	6.4	0.9	-2	-7	0.9
# `N#Cc1ccc(COc2ccc(CCO)cc2-n2nc3ccccc3n2)cc1` is listed with 10	-2	1	0.9	-0.2	1	6.7	1.1	-4	8	1.1

# The list goes on:
SMILES,S1P3 antagonist,TLR4 MyD88 comp,Diaphorase inh,Redox H2O2 prof,Hsp70 activator,Diaph act CS,RAM inhibit,PMI act hi M6P,G6PDH counter,L major viab,PMI activator
O=C1Nc2cc(Cl)cnc2N2CCCC12 (stereo unspecified),23,11,24,-1.8,-0.5,0.8,2.1,1.8,-10,-4,1.3
Fc1ccc(CO/N=C/C2=C(Cl)c3ccccc3CC2)cc1,·,2,14,-0.1,-0.4,0.9,1.9,1,-5,-3,0.9
Cc1cc(C)n(-c2ccccc2[N+](=O)[O-])n1,-12,-7,17,0.6,-0.3,0.8,0.6,1,3,-5,0.9
CSc1cccc(NC(=S)NCCCN2CCN(c3ccc(F)cc3)CC2)c1,-8,-3,8,-2.4,-0.2,0.9,1.5,0.9,0,57*,1
COc1ccc(N(CC(=O)NC2CCCCC2)S(=O)(=O)c2cccnc2)cc1,-9,0,11,-0.6,-0.2,0.9,2.6,1,4,-1,1
CC1C/C(=N/Nc2nc3ccccc3[nH]2)CC(C)(C)C1 (stereo unspecified),10,-7,7,0.0,1.2,0.9,0.4,1,-5,85*,1.1
O=C(O)CC/C(=C\c1ccc(N2CCCC2)c([N+](=O)[O-])c1)c1nc2ccccc2s1,7,-1,48,-2.1,-0.2,0.5,5.0,1,-2,-4,0.9
O=C(Nc1cccc([N+](=O)[O-])c1)c1ccc2nc(N3C(=O)CCC3=O)sc2c1,·,-3,16,0.3,0.0,0.8,4.1,1,6,-1,1
COc1ccccc1CCc1nnc(CCC(=O)N(C)Cc2cccc3ncccc23)o1,-3,12,6,0.0,0.0,0.9,0.1,1,3,-3,1
COc1ccc(C2=NC(=O)/C(=C\c3cc(OC)c(OC)c(OC)c3)O2)cc1,7,9,6,-0.2,-0.3,0.9,3.0,0.9,-4,-3,0.9
